Assay outcomes deposited in PubChem BioAssay by Broad Institute.
S100A4 MyoIIA – inhibitors of S100A4-myosin IIA peptide binding, primary screen, biochemical, fluorescence polarization, TAMRA-MyoIIA peptide. Protein S100-A4 (Homo sapiens), P26447. AID 652163, 2013. hit rate 0.14% among 360,000. inhibition, % at 10.7 µM;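 active means mean inhibition of at least 70% across replicates, with every replicate also reaching that level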
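Test system – S100A4 monomer (human) · Compound – single-point compound testing · Schedule – 5 min incubation before reading · Probe or stimulus – TAMRA-labelled myosin IIA heavy-chain peptide probe, 5 nM · Benchmarks – neutral control DMSO, positive control TFP · Medium – Calcium-containing HEPES buffer, pH 7.2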
RAD52 inh – RAD52 DNA annealing inhibitors, primary screen, biochemical, FRET, single point, set 2; recombinant RAD52 DNA annealing, FRET fluorescence; inhibition, % at 18.7 µM; AID 651710, 2012; hit rate 0.46% among 360,000; DNA repair protein RAD52 homolog (Homo sapiens), P43351;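 active means every replicate showing at least 50% inhibition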
RAD54 inh – inhibitors of human RAD54 branch migration, primary screen, biochemical, fluorescence, single point | RAD54 Holliday junction branch migration, FAM/BHQ fluorescence | inhibition, % at 10.4 µM | hit rate 0.14% among 360,000;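 active means mean normalized replicate activity at least 40 and at least half of replicates scoring 40 or more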;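 further: 0% = median of neutral control wells and 100% = median of positive control wells; inhibitors cause a drop in the FAM fluorescence signal; in these data hits start at about 50%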
E-sel inducer – E-selectin induction in HUVECs, primary screen, imaging, HUVEC, immunofluorescence imaging, single point; normalized: neutral wells 0, TNF-alpha wells 100; hit rate 0.37% among 260,000; activation, % at 7.58 µM; P16581;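 active means mean E-selectin-positive cell signal at least 10% of the positive control, reached in at least 60% of replicates, without over 20% cell loss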;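 further: in these data hits start at about 27%; measured in HUVEC primary endothelial cells; signal is the percent of cells scored E-selectin positive by PE staining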
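Assay system: HUVEC, human umbilical vein endothelial cells / Amount: 3,000 HUVEC/well / Controls: TNF-alpha positive control, DMSO neutral control / Compound dosing: single concentration / Medium: EGM-2 over gelatin coat / Evaluation: percent E-selectin-positive cells / Signal: immunofluorescence imaging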
ERp5 inh – inhibitors of ERp5-driven insulin aggregation, primary screen, biochemical, turbidity, absorbance 650 nm, single point | Protein disulfide-isomerase A6 (Homo sapiens), Q15084 | 90 min | inhibition, % at 9.99 µM | hit rate 0.05% among 350,000 | AID 651711, 2012;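 active means mean replicate inhibition above about 25%, with every replicate also reaching it, limit read from the data, passing the limit was not always enough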
esBAF inh – Bmi1 luciferase reporter increase in mESCs, primary screen, esBAF inhibitor project, mouse ES cells, Bmi1 luciferase knock-in, single point; 24 h; 100% = twice the neutral-well signal; reporter increase, % at 12.5 µM; hit rate 2% among 350,000; in the data active means activation above about 40%;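 further: 0% = median of the plate's neutral control wells and 100% = double that signal; a rise in the Bmi1 reporter signal indicates esBAF inhibition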
Xi reactivation – activators of inactive X chromosome reactivation, primary screen, imaging, XiGFP fibroblasts, GFP high-content imaging, set 2 | XiGFP mouse fibroblasts, % GFP-positive cells imaging, 3 d; cells co-treated with 5-aza-dC sensitizer; scaled so ellipticine positive control = 100% | activation, % at 7.58 µM | hit rate 0.055% among 360,000;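 active means mean normalized replicate activation at least 10% and every replicate at or above 10%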;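 further: 0% = median of on-plate neutral control wells and 100% = ellipticine 6 µM median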
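Material: XiGFP fibroblasts, SV40-immortalized. Buffer or medium: DMEM plus 5-aza-dC sensitizer. Compound: single concentration per compound, delivered by pin transfer. Times: 3 days compound exposure. Controls: ellipticine 6 µM.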
ERAP1 inh – human ERAP1 aminopeptidase inhibitors, primary screen, biochemical, single point, plate reader; hit rate 0.15% among 340,000; Endoplasmic reticulum aminopeptidase 1 (Homo sapiens), Q9NZ08; recombinant ERAP1, Leu-AMC fluorescence, 60 min; inhibition, % at 10.7 µM; AID 652197, 2013;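 active means mean replicate inhibition of at least 30%, or all replicates individually reaching that 30% level; inactive means mean below 30% and not every replicate reaching it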;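 further: 0% = neutral control wells and 100% = L-leucinethiol positive control wells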
Target sequence (Q9NZ08 whole entry, looked up): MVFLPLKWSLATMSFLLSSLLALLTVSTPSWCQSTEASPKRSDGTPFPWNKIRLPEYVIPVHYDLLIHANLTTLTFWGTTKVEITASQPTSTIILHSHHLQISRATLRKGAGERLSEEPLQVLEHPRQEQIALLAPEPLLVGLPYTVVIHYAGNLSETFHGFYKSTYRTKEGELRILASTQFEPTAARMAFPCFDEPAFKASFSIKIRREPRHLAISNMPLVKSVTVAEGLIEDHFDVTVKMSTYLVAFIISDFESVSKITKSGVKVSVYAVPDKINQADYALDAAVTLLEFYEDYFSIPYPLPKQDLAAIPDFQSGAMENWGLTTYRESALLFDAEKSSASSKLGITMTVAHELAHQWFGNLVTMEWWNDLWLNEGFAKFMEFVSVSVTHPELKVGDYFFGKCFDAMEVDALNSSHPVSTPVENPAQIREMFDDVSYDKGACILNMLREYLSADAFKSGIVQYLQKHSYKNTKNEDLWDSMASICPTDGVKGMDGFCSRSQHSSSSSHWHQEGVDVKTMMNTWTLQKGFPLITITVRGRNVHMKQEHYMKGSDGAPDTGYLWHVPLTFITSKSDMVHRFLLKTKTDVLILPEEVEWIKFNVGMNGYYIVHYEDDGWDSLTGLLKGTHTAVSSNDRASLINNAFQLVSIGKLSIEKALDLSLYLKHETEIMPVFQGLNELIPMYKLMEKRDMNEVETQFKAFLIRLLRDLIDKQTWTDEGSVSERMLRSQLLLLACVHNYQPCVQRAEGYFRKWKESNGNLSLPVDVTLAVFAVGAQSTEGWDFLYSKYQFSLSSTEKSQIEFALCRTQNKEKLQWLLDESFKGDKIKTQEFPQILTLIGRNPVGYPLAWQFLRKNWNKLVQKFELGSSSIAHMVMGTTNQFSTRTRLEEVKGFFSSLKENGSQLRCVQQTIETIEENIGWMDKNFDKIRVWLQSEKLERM
* marks the source's active call; other numbers are inactive results; nt = no result given.

SMILES | S100A4 MyoIIA | RAD52 inh | RAD54 inh | E-sel inducer | ERp5 inh | esBAF inh | Xi reactivation | ERAP1 inh
CCc1nc2ccc(C(=O)N(C)C(C)C)cn2c1N(CC)Cc1cccc(Br)c1 | -5 | 1 | 1 | 0.1 | 2 | -4 | 0.2 | 7
Cc1cc(C(=O)NNC(=O)/C=C/c2ccc(F)cc2)c(C)o1 | -5 | -14 | -9 | 0.0 | -4 | -8 | -0.2 | -1
Cc1n[nH]c(C)c1S(=O)(=O)N1CCCC(C(=O)NCc2ccccc2Cl)C1 (configuration not stated) | 7 | -10 | -7 | nt | -2 | nt | 0.0 | 0
CCOc1ccc(C(=O)Nc2ccc(NC(=S)NC(=O)CC)cc2)cc1Cl | -1 | 2 | nt | -1.8 | 5 | nt | 0.3 | -3
Oc1[nH]c2ccccc2c1N=Nc1nncc2ccccc12 | 0 | -2 | 2 | -0.6 | -1 | nt | nt | nt
O=C(O)C[C@H]1CC[C@H](NC(=O)Nc2ccccc2)[C@H](CO)O1 | 3 | 0 | -6 | 0.2 | -2 | 1 | 0.0 | -4
COCC(=O)Nc1ccc2c(c1)C(=O)N(C)C[C@H](OC)[C@H](C)CN(C(=O)c1ccccn1)[C@@H](C)CO2 | 7 | -9 | 6 | 0.3 | 6 | -1 | 0.0 | 2
C=CCC(NCc1ccccc1)c1ccc(OC)cc1 (configuration not stated) | -4 | -6 | -3 | 0.1 | 1 | 2 | 0.0 | -1
C[C@@H]1CCCCO[C@@H](CN(C)Cc2ccccc2)[C@@H](C)CN([C@H](C)CO)C(=O)c2cc(NC(=O)Nc3ccc(F)cc3)ccc2O1 | 2 | 21 | 2 | 0.2 | 0 | 0 | 0.1 | 0
COCC(=O)N(C)C[C@H]1Oc2ncc(C#Cc3ccc(OC)cc3)cc2C(=O)N([C@H](C)CO)C[C@@H]1C | 3 | -8 | -5 | 0.1 | -1 | -1 | -1.2 | -2
CN1CCN(C(=O)/C=C/c2ccc(Cl)cc2)CC1 | -21 | -2 | 8 | -4.7 | 4 | 2 | 0.0 | -1
COc1ccc(/C=N/NC(=S)Nc2ccccc2[N+](=O)[O-])cc1O | -18 | -7 | -1 | -1.3 | 0 | nt | 0.0 | -1
CCCCN(C(=O)c1cc(S(=O)(=O)N2CCOCC2)ccc1Cl)c1c(N)n(CC(C)C)c(=O)[nH]c1=O | -5 | -9 | nt | -0.1 | -2 | 1 | 0.0 | 1
O=S(=O)(O)c1ccc(N=Nc2ccccc2)cc1 | 5 | -17 | -4 | nt | 2 | -1 | 0.0 | 4
C[C@@H]1CN([C@H](C)CO)S(=O)(=O)c2ccc(-c3ccccc3)cc2O[C@@H]1CN(C)C(=O)Cc1ccccc1 | -2 | 10 | -2 | -0.4 | -10 | 2 | -0.7 | 3
COCCNC(=O)C[C@H]1CC[C@@H]2[C@H](COC[C@H](O)CN2Cc2ccc(Cl)c(Cl)c2)O1 | nt | nt | -4 | 0.1 | nt | 11 | 0.1 | nt
O=[N+]([O-])c1ccccc1Oc1ccc(C(F)(F)F)cn1 | 6 | -8 | nt | nt | 1 | nt | 0.3 | -2
CCOC(=O)c1ccc(NC(c2ccc(N(C)C)cc2)P(=O)(OC(C)C)OC(C)C)cc1 (configuration not stated) | 1 | -17 | 4 | nt | -4 | -2 | 0.7 | 4
CCN(CC(=O)NCc1ccc(Cl)cc1)C(=O)C1CCN(S(=O)(=O)c2ccc(OC)c(OC)c2)CC1 | 1 | 1 | nt | 0.1 | 1 | nt | 0.0 | -1
Cc1ccc2nc(SCC(=O)Nc3nonc3N)[nH]c2c1 | -1 | -4 | nt | nt | 4 | nt | 0.1 | -1
COc1ccc(C(C#N)N2CCCCC2)cc1OC (configuration not stated) | 8 | 6 | -13 | nt | 4 | 5 | nt | 10
COc1cccc(/C=C2/NC(=O)N(CC(=O)Nc3ccc(C)cc3)C2=O)c1OCc1cccc(C(=O)O)c1 | -4 | -14 | -3 | 0.1 | 3 | 2 | 0.0 | 3
O=C1NC(=O)C(=Cc2ccccc2)N1 | 0 | 5 | 8 | 0.0 | 7 | nt | 0.1 | -5
O=C1N[C@@H](Cc2ccccc2)C(=O)N2CCCC12 (some centres not stated) | -4 | -12 | 14 | nt | -5 | -4 | 0.0 | nt
O=C(Nc1cc(S(=O)(=O)N2CCCCC2)ccc1Oc1ccccc1)C1=COCCO1 | -2 | -9 | -12 | nt | 1 | -4 | 0.2 | 2
CCCC(=O)N/C(N)=N/c1nc(C)c2cc(C)ccc2n1 | -3 | 2 | 4 | -0.2 | 3 | nt | 0.0 | -1
O=C(C1CC1)N1CC2(C1)[C@@H](c1ccccc1)[C@@H](CO)N2C(=O)c1cccnc1 | 9 | -5 | nt | 0.0 | 1 | nt | 0.1 | -2
O=C1CCCCC1Nc1ccc(Br)cc1 (configuration not stated) | 5 | -3 | nt | -0.5 | -3 | nt | 0.0 | -1
O=C(Nc1ccccc1)N1CCCCN2[C@H](CO)[C@H](c3ccc(-c4ccncc4)cc3)[C@H]2C1 | 0 | -4 | 6 | 0.0 | 2 | 2 | 0.3 | -1
C[C@H]1CN([C@@H](C)CO)C(=O)c2cc(C3=CCCCC3)cnc2O[C@@H]1CN(C)C(=O)Nc1cccc(F)c1 | -9 | 19 | -15 | 0.0 | 0 | 1 | 0.1 | -5
O=C(Nc1cccc(Cl)c1N1CCCCC1)c1ccc(N2CCOCC2)c([N+](=O)[O-])c1 | 8 | -17 | 8 | nt | 2 | 5 | 0.1 | 1
CN(C)/C=C(\C#N)C(=O)N/N=C/c1ccc(F)cc1 | -2 | -17 | nt | nt | 1 | nt | 0.0 | 2
CCN1CCc2c(sc(NC(=O)c3ccc(S(=O)(=O)N4CCCCCC4)cc3)c2C(=O)NC)C1 | -6 | 1 | -9 | 0.1 | 4 | -9 | -0.1 | -2
COc1ccccc1N1CCN(C(=O)CCCCCn2c(=O)[nH]c3ccsc3c2=O)CC1 | -1 | -9 | 6 | 2.0 | -12 | 2 | 0.0 | nt
CCCNC(=O)N(C)C[C@@H]1Oc2cc(C#CC3CC3)ccc2S(=O)(=O)N([C@H](C)CO)C[C@@H]1C | -2 | 4 | -2 | -0.1 | 0 | 0 | -0.2 | 6
CCN(CC)S(=O)(=O)c1cc(NC(=O)[C@@H](NC(N)=O)C(C)C)ccc1C | 0 | -3 | nt | 2.2 | 5 | nt | 0.5 | -2
C[C@@H]1CN([C@@H](C)CO)C(=O)Cc2cc(NC(=O)Nc3cccc4ccccc34)ccc2O[C@H]1CN(C)S(=O)(=O)c1ccccc1 | 66 | 15 | 6 | -0.3 | -1 | -1 | -0.2 | -2
Cc1cccc(C)c1NC(=O)C1(C)CSCC(=O)N1Cc1ccco1 (configuration not stated) | -1 | -2 | nt | -0.1 | 4 | nt | 0.0 | -1
CCCCN(CCCC)CCn1cnc2c([nH]c3ccc(OC)cc32)c1=O | 3 | 14 | -3 | 11 | 5 | 2 | 0.0 | 5
C[C@@H]1CN([C@@H](C)CO)C(=O)c2cc(C#CC(C)(C)O)cnc2O[C@H]1CN(C)Cc1cncnc1 | -7 | 2 | -2 | 0.3 | 0 | 5 | 0.0 | -3
COc1ccccc1-c1coc2c(CN(C)C)c(O)ccc2c1=O | 3 | -11 | 10 | nt | 2 | -3 | 0.1 | 9
CCCC#Cc1ccc([C@@H]2[C@@H](CO)N3CCCCN(CC4CC4)C[C@H]23)cc1 | -4 | 17 | 5 | -0.3 | 6 | nt | 0.3 | -1
COc1ccccc1CNCc1cc(Br)ccc1OC | 3 | 15 | nt | nt | 6 | 1 | 0.1 | 8
Cn1c(N)c(C(=O)CSc2nc(C3CC3)n(-c3ccccc3)n2)c(=O)[nH]c1=O | 0 | -10 | -8 | -0.8 | 2 | -5 | 0.0 | 2
C[C@@H]1CCCCO[C@@H](CN(C)Cc2ccccc2)[C@@H](C)CN([C@@H](C)CO)C(=O)c2cc(NC(=O)Nc3ccccc3)ccc2O1 | -4 | 3 | 0 | nt | 3 | 0 | 0.1 | -1
O=C(CCCC(=O)NCCc1ccccc1)NCCc1ccccc1 | 3 | 1 | nt | nt | -2 | nt | 0.0 | -2
Cc1c[n+](CC(=O)c2ccccc2)cs1 | -5 | -2 | -1 | nt | 5 | 2 | 0.0 | 1

Some of these compounds in order of number of heavy atoms, low to high.
SMILES | S100A4 MyoIIA | RAD52 inh | RAD54 inh | E-sel inducer | ERp5 inh | esBAF inh | Xi reactivation | ERAP1 inh
CN(C)/C=C(\C#N)C(=O)N/N=C/c1ccc(F)cc1 | -2 | -17 | nt | nt | 1 | nt | 0.0 | 2
COc1ccccc1CNCc1cc(Br)ccc1OC | 3 | 15 | nt | nt | 6 | 1 | 0.1 | 8
CCCC#Cc1ccc([C@@H]2[C@@H](CO)N3CCCCN(CC4CC4)C[C@H]23)cc1 | -4 | 17 | 5 | -0.3 | 6 | nt | 0.3 | -1
Cn1c(N)c(C(=O)CSc2nc(C3CC3)n(-c3ccccc3)n2)c(=O)[nH]c1=O | 0 | -10 | -8 | -0.8 | 2 | -5 | 0.0 | 2
C[C@@H]1CCCCO[C@@H](CN(C)Cc2ccccc2)[C@@H](C)CN([C@@H](C)CO)C(=O)c2cc(NC(=O)Nc3ccccc3)ccc2O1 | -4 | 3 | 0 | nt | 3 | 0 | 0.1 | -1
